Screening results: PubChem, Sanford-Burnham Center for Chemical Genomics
CCR6 antagonist = CCR6 receptor antagonists, primary screen, cell-based, CHO-K1, luminescence, beta-arrestin, uHTS | C-C chemokine receptor type 6 (Homo sapiens), P51684 | CHO-K1 CCR6 PathHunter beta-arrestin, CCL20-stimulated | inhibition, % at 20 µM | 340,000 compounds, 0.49% hits;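 active = compounds whose inhibition of the agonist-driven luminescence signal at 20 µM reaches about 50%, limit read from the data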;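 also: cells stimulated with CCL20 at 14 nM final; plate controls were DMSO with CCL20 for no effect and DMSO without agonist for full effect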
Gli-Sufu antag = Gli-Sufu pathway antagonists, primary screen, luciferase luminescence, Sufu-KO-LIGHT cells, uHTS; 340,000 compounds, 0.74% hits; AID 588413, 2011; Sufu-KO-LIGHT fibroblasts, Gli luciferase reporter luminescence; inhibition, % at 5 µM;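 active = inhibition above about 55%, limit read from the data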;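 also: 0% = DMSO-treated cells and 100% = wells with medium but no cells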
Jurkat NFkB inh = inhibitors of induced NF-kB luciferase reporter, primary screen, TCR NF-kB activation inhibitor project, cell-based, luminescence, uHTS; inhibition, % at 4 µM; 330,000 compounds, 0.53% hits; AID 435003, 2010; Jurkat, PMA/ionomycin-induced NF-kB luciferase reporter; in the data active = inhibition above about 50%
APJ antagonist = antagonists of human apelin receptor APJ, primary screen, CHO-K1 cells, beta-arrestin complementation, luminescence; 330,000 compounds, 0.32% hits; AID 2521, 2010; inhibition, % at 20 µM;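 active = inhibition above about 40% at 20 µM, limit read from the data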;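 also: cells challenged with 10 nM apelin-13 agonist together with compound; plate controls were apelin-13 plus DMSO wells for no effect and DMSO wells lacking apelin-13 for full effect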
Target sequence (P35414 whole entry, looked up): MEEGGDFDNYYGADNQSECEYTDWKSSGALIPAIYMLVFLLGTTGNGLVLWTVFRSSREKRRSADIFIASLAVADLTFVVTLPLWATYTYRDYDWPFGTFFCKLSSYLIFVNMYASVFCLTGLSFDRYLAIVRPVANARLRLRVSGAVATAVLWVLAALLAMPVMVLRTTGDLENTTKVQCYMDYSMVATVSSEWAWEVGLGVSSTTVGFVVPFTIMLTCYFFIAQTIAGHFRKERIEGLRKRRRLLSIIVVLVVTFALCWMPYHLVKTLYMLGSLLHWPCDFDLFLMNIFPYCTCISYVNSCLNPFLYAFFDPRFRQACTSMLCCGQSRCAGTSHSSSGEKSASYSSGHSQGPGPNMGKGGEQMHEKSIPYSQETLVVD
CXCR6 block = CXCR6 receptor inhibitors, primary screen, cell-based, beta-arrestin, luminescence, CHO-K1 PathHunter, 1536-well; 360,000 compounds, 0.36% hits; inhibition, % at 20 µM; C-X-C chemokine receptor type 6 (Homo sapiens), O00574; in the data active = inhibition above about 34%, passing the limit was not always enough;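 also: antagonist mode with CXCL16 agonist at 10 nM final; 0% = 10 nM CXCL16 with DMSO and 100% = unstimulated wells without agonist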
Target sequence (O00574 whole entry, looked up): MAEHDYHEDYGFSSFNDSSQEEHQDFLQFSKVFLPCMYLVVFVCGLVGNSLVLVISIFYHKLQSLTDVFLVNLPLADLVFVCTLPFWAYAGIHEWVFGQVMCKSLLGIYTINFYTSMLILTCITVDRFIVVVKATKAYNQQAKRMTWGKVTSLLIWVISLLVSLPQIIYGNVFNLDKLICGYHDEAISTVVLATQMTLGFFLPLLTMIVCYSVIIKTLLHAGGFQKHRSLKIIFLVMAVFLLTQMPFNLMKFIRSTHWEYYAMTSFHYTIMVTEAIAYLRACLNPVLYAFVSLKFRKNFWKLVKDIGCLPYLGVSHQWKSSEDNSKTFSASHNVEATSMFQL
UBC13 inh = UBC13 polyubiquitin chain formation inhibitors, primary screen, biochemical, TR-FRET, uHTS. 330,000 compounds, 0.47% hits. AID 485273, 2010. inhibition, % at 20 µM; in the data active = inhibition above about 45%, passing the limit was not always enough
EBI2 antag = EBI2 receptor antagonists, beta-arrestin recruitment, primary screen, cell-based, luminescence, 7a,25-OHC stimulation, uHTS; 7a,25-OHC stimulated; inhibition, % at 5 µM; 360,000 compounds, 0.81% hits; AID 651636, 2012; in the data active = inhibition above about 38%;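 also: enzyme fragment complementation signal reports receptor beta-arrestin coupling in cells; 0% = agonist plus DMSO wells and 100% = wells without agonist; some results beyond the cut were filed as inactive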
Target sequence (P32249 whole entry, looked up, the tested form may be a part): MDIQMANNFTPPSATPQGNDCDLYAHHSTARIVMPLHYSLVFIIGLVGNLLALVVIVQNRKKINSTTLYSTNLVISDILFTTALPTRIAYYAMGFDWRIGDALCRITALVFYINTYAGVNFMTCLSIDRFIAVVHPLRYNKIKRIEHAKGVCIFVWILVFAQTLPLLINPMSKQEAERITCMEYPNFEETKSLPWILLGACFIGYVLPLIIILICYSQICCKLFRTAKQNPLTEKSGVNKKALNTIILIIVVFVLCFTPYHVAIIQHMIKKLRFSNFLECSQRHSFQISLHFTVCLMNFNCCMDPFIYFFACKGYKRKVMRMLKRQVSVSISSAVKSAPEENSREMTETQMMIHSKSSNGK
697 NFkB inh = inhibitors of PMA/ionomycin-induced NF-kB reporter, 697 cells, primary screen, B-cell NF-kB inhibitor project, cell-based, luminescence, uHTS; 697 B-cell NF-kB luciferase reporter, 16 h; inhibition, % at 4 µM; 330,000 compounds, 0.33% hits; in the data active = inhibition above about 35%
* = called active by the depositor; x = no result given.

Results follow in this order: CCR6 antagonist	Gli-Sufu antag	Jurkat NFkB inh	APJ antagonist	CXCR6 block	UBC13 inh	EBI2 antag	697 NFkB inh
- CC1CCCCN1c1nnc(NC(=O)Cn2c(=O)oc3ccccc32)s1 (stereo not drawn)
→ 2	-8	-15	-8	-2	-1	2	4
- O=C(CNc1ccc2c(c1)OCO2)N/N=C\c1ccccc1Cl
→ -4	1	-6	18	-15	-1	1	-9
- Cc1cccc2sc(N(CCN(C)C)C(=O)C3CCN(S(=O)(=O)c4cccs4)CC3)nc12
→ 18	11	11	7	-3	40	0	10
- CC(=O)N1N=C(c2ccncc2)OC12CCCCCC2
→ 7	12	-8	3	-1	9	-17	24
- C=CCc1ccc(OCCOc2cccc(/C=N/n3cnnc3)c2)c(OC)c1
→ 4	-103	-89	-2	-7	-4	13	-165
- COc1ccc2nc(NC3=NC(c4ccccc4)CC(=O)N3)nc(C)c2c1 (stereo not drawn)
→ -3	11	-3	11	-4	2	-2	-21
- O=C(NCC1CCCO1)c1cc(-c2ccc(Cl)cc2Cl)on1 (stereo not drawn)
→ 18	-96	-75	-7	1	-2	7	-62
- Cc1ccc(/C=N/NC(=O)c2nnn(-c3nonc3N)c2C)o1
→ 8	3	6	3	-2	-17	6	6
- Cc1ccc(C)c(NC(=S)Nc2ncccc2C)c1
→ 21	5	-41	12	7	-6	8	-31
- CC(C)OC(=O)c1cc2c(ccn2-c2ccc(F)cc2)n1CC(=O)N1CCN(C(=O)c2ccco2)CC1
→ 22	1	6	-8	22	-6	5	-19
- CCN(CC)S(=O)(=O)c1ccc(N2C(=O)Nc3ccccc3N2O)cc1
→ -8	-1	-1	-5	-4	3	-3	26
- O=C1[C@H](Cc2ccccc2)NCC=CC[C@H](c2ccc(Cl)cc2)N1Cc1ccccc1
→ 6	5	x	x	0	x	2	x
- CCOc1ccccc1C1CC(c2ccccc2)Nc2nc(N)nn21 (stereo not drawn)
→ 3	-4	13	2	-7	5	-9	-3
- COc1ccccc1CNc1cc(-c2ccccc2)ccc1OC
→ 23	-15	-4	-10	5	6	16	-31
- CN1C(=O)C(N=Nc2ccccc2C(=O)O)N(C)C1=S (stereo not drawn)
→ 24	2	14	21	-1	-184	-6	7
- Cc1cccnc1NC(=O)c1ccc(S(=O)(=O)N2CCCCC2)cc1
→ 2	-5	-10	13	3	-1	1	3
- O=C(NCCc1c[nH]c2ccccc12)C(=O)NCC1OCCN1S(=O)(=O)c1ccc(Cl)cc1 (stereo not drawn)
→ 5	2	9	-7	-11	8	19	5
- CCOC(=O)CSc1ncc(-c2ccccc2)cn1
→ -1	11	-2	-5	6	-2	3	3
- O=C(O)c1ccccc1C1Nc2ccccc2C(=O)N1CCCN1CCOCC1 (stereo not drawn)
→ 1	-1	0	-19	-2	4	-5	10
- CCCCn1nc(C(=O)N(CCOC)c2c(N)n(CCCC)c(=O)[nH]c2=O)c2ccccc2c1=O
→ 12	3	-12	10	-4	-5	-1	24

Three compounds from above, sorted by the value under 697 NFkB inh, lowest first.
canonical_smiles	697 NFkB inh
COc1ccc2nc(NC3=NC(c4ccccc4)CC(=O)N3)nc(C)c2c1 (stereo not drawn)	-21
CCOc1ccccc1C1CC(c2ccccc2)Nc2nc(N)nn21 (stereo not drawn)	-3
Cc1cccc2sc(N(CCN(C)C)C(=O)C3CCN(S(=O)(=O)c4cccs4)CC3)nc12	10

Following part:
Results follow in this order: CCR6 antagonist	Gli-Sufu antag	Jurkat NFkB inh	APJ antagonist	CXCR6 block	UBC13 inh	EBI2 antag	697 NFkB inh
- O=C1N(Cc2cccnc2)C[C@@H]2C[C@@H](c3cccc(OC4CCCC4)c3)N3CCC[C@@]123
→ 8	14	6	5	8	2	1	19
- CC(=O)c1ccc(OCC(=O)NC2CCS(=O)(=O)C2)cc1 (stereo not drawn)
→ -4	0	-14	-2	-5	-8	-5	-9
- CCN1C[C@@H]2[C@@H]3C(=O)N(C)C(=O)[C@@H]3[C@](Cc3ccccc3)(C1=O)N2C(=O)c1ccc(Cl)cc1
→ 5	-2	x	x	12	x	-3	x
- O=C(C1CCC(=O)N(C2CC2)C1)N(CCO)Cc1ccccc1 (stereo not drawn)
→ 9	-15	-3	5	6	-1	1	2
- CC(C)c1ccc(/C=N/NC(=O)c2nnn(-c3nonc3N)c2CN2CCOCC2)cc1
→ 4	8	5	10	-4	1	15	-1
- O=C(NCCCN1CCOCC1)C(C(=O)NCCCN1CCOCC1)c1ncc(C(F)(F)F)cc1Cl
→ -6	-7	-1	9	0	12	1	6
- Cc1cccc(N2CCN(CC(=O)Nc3ccc(-n4cnnn4)cc3)CC2)c1C
→ 6	3	-8	1	1	-4	-8	20
- Cc1cc(NC(=O)CSc2nnc(C)n2C)no1
→ 3	-13	-4	13	3	6	-1	22
- Cc1sc2ncnc(SCC(=O)NC(C)(C)C)c2c1C
→ 6	-19	13	2	-1	9	-9	13
- O=C(c1ccc(Cn2cc(Cl)cn2)o1)N1CCN(Cc2ccc3c(c2)OCO3)CC1
→ 14	11	2	-14	3	-4	5	-7
- CCOC(=O)N1CCN(C(=S)Nc2ccccc2C(C)C)CC1
→ -9	-23	-2	-4	4	7	5	10
- O=C(CSc1nc2ncccc2[nH]1)NCc1ccccc1
→ 8	1	4	11	5	6	-6	9
- Cc1cc(NC(=NC2CC2)c2ccccc2)n(-c2ccccc2)n1
→ -2	0	0	-3	8	-7	-6	6
- COc1cc2c(cc1OC)C1=C(C#N)CCC(=NC(=O)c3ccco3)N1CC2
→ 9	-9	-8	-28	-8	2	-2	6
- Cc1ccc([C@H]2C(C(=O)O)=CC[C@@H](c3ccc4c(c3)OCO4)N2S(=O)(=O)c2ccc(C)cc2)cc1
→ 9	-7	3	-2	15	-12	-3	15
- CC(=O)Nc1cccc(C(=O)OCC(=O)NCc2ccc(F)cc2)c1
→ 1	-3	-5	14	-6	13	-18	10
- Cc1cc([N+](=O)[O-])nn1CCCC(=O)Nc1cccnc1Cl
→ 6	2	-2	7	5	10	-4	24
- CCN1CCC(O)(C(C(=O)OC)c2ccccc2)CC1 (stereo not drawn)
→ -2	9	x	x	-1	x	-6	x
- O=C(COC(=O)C1(c2ccccc2)CC1)NNC(=O)c1ccccc1F
→ 8	-8	11	15	-2	0	5	5
- Cc1ccccc1-c1nc(CN2CCC(C(=O)NCc3ccco3)CC2)c(C)o1
→ 8	7	-2	-3	5	9	8	12
- CCCNc1c(NS(=O)(=O)c2ccc3c(c2)CCCC3)c(=O)oc2ccccc12
→ 15	-6	13	-5	10	8	3	4
- Cc1ccc(N(CC(=O)Nc2cccc(Cl)c2C)S(C)(=O)=O)cc1
→ -2	-11	-6	-9	11	-3	8	5
- O=C(CN1C(=O)c2cccc([N+](=O)[O-])c2C1=O)N1CCN(S(=O)(=O)c2ccccc2)CC1
→ -2	9	-21	-8	6	-4	-6	-4
- CCCc1cc(=O)[nH]c(SCC(=O)Nc2c(C)n(C)n(-c3ccccc3)c2=O)n1
→ 7	5	10	2	-4	-6	-1	16
- COc1ccccc1-n1c(SCC(=O)N2CCOCC2)nc2ccccc2c1=O
→ 14	-10	11	13	10	-2	-19	9
- O=C(Nc1ccccc1)C1=C[C@H](c2ccccc2)C[C@H](OCc2ccc(CO)cc2)O1
→ 24	4	4	-45	6	-6	15	9
- O=C(N/N=C/c1ccncc1)c1cccs1
→ -3	-4	7	2	-6	-1	-8	-2
- O=C(Nc1ccc(-n2cnnn2)cc1)c1cccc(S(=O)(=O)N2CCCC2)c1
→ -1	-4	4	9	1	-2	2	13
- CC1CCCN(C(=O)C2(NC(=O)Nc3cccc(F)c3)CCCCC2)C1 (stereo not drawn)
→ 9	7	-7	-6	-15	-9	-1	14
- O=C(c1cnn(-c2ccccc2)c1)c1ccc2ccccc2c1O
→ -7	-67	-81	-18	-2	2	-9	-47
- CCOc1ccccc1/C=N/NC(=O)c1ccc(Cn2cc([N+](=O)[O-])cn2)o1
→ -16	0	-8	14	-10	-5	6	-27
- O=C(c1ccc(C(F)(F)F)cc1)n1ccc(-c2cccs2)n1
→ -3	0	5	9	6	34	-7	7
- Cc1nn(CC(=O)Nc2ccc(S(=O)(=O)N(C)C)cc2)c(C)c1[N+](=O)[O-]
→ 13	14	0	15	5	9	-13	22
- CCNc1nc(NCC)nc(OCCNS(=O)(=O)c2ccccc2)n1
→ 12	3	-1	-10	5	16	-2	14
- Nc1nnnn1/N=C/c1ccc(F)cc1
→ 11	3	-10	3	-1	1	0	7
- O=C(Cn1cnc([N+](=O)[O-])n1)N/N=C/c1cccc(Cl)c1
→ 0	-4	-2	-1	-4	-14	-3	-3
- CCOC(=O)c1cc(NC(=O)NCc2ccco2)c(C)nc1C
→ 3	8	11	28	-3	4	-5	22
- COc1ccc(-n2cnnc2SCC(=O)NC2CCCCC2)cc1
→ 3	0	1	7	9	6	-7	5
- COc1ccc2nc3ccccc3nc2c1NC(=O)c1ccc(Cl)cc1Cl
→ 14	71*	-5	16	6	-19	5	-19
- Cc1ccc(N2C(=O)NC(NC(=O)C(C)(C)C)(C(F)(F)F)C2=O)cc1 (stereo not drawn)
→ -10	2	-3	18	-2	-1	-10	5
- CCN1C(=O)[C@H]2[C@H]3CN=C(SCc4ccc(C(=O)OC)cc4)N3[C@@](C)(C(=O)OC)[C@H]2C1=O
→ 6	3	x	x	-5	x	-5	0
- Brc1ccc(-c2cn3c(n2)SCC3)cc1
→ 0	-75	-52	-12	-7	4	8	-187
- C=CCOC(=O)C(=O)/C=C/c1coc2ccccc2c1=O
→ -8	4	13	-24	-19	-7	11	15
- COc1cc(Cl)c(C)cc1NC(=O)CN1C(=O)C2CC=CCC2C1=O (stereo not drawn)
→ 5	13	1	-9	-2	5	3	14
- O=C(/C=C/c1ccccc1)COC(=O)c1ccccc1
→ 37	-10	x	x	21	x	-14	x
- O=[N+]([O-])c1ccc(-c2cc(-c3ccncc3)nc3ccc4ccccc4c23)cc1
→ 8	-3	x	x	-3	x	25	x
- COc1ccc(NS(=O)(=O)/C=C/c2ccc(OC)c(OC)c2)cc1
→ 1	-10	0	-40	3	-12	5	-4
- O=C1CC(N2CCN(c3ccccc3)CC2)C(=O)N1c1cccc(Br)c1 (stereo not drawn)
→ 9	-2	-1	3	1	-7	-1	-22
- CN(C)CCCN=c1cc(-c2ccccc2)oc2ccc(Cl)cc12
→ 23	-19	x	x	2	x	-1	x
- O=C1CCCN1CC(=O)N1CCCC(N2CCN(c3cccc(Cl)c3)CC2)C1 (stereo not drawn)
→ 3	3	-1	-11	0	-9	3	-21
- CCN(CC)c1ccc(/C=N/NC(=O)c2c(-c3ccccc3)noc2C)cc1
→ 27	-3	16	10	5	10	9	11
- Cc1cc(O)c(C(C)C)cc1N=Cc1ccccc1O
→ -10	2	4	-34	-10	-2	8	-4
- COc1cccc(NC(=O)C2CC(=O)n3cnnc3S2)c1 (stereo not drawn)
→ -26	16	-4	20	-6	-6	1	20
- C=C(C)CNC(=S)NN=C1c2ccccc2-c2ccccc21
→ 21	7	-12	6	4	10	16	5
- S=C(NCCc1ccccn1)Nc1ccccc1
→ 0	-15	-1	2	-12	-7	-13	-17
- COC(=O)c1c(-c2cccs2)csc1NC(=O)c1cccnc1
→ 0	-6	-23	5	5	12	9	-62
- CC(=O)NC(CC(=O)O)C(=O)O (stereo not drawn)
→ -6	-26	3	-8	-4	4	3	5
- COc1ccc(-c2noc(COc3ccc(C)c(C)c3)n2)cc1OC
→ 8	2	-14	9	5	-3	12	-3
- CN(C)CC#Cc1cncc(C(=O)NNC(=O)Nc2ccc(Cl)cc2)c1
→ -2	5	15	21	0	4	-2	-7
- NC(=O)CSc1ccc(S(=O)(=O)N2CCCCC2)cn1
→ -6	-5	-1	3	8	2	8	16
- C=C(C)COc1ccc2c(C)c(CCC(=O)NC3CC3)c(=O)oc2c1
→ 6	1	7	7	0	9	10	-5
- O=C(/C=C/c1ccco1)NCc1ccco1
→ 0	-5	-1	-8	-3	-14	6	-17
- Cc1ccnc(NS(=O)(=O)c2cccs2)c1
→ -5	-4	-4	6	0	-7	6	13
